Tau fluor counter – counter-screen for tau fibril formation inhibitors | tau K18 P301L Alexa594 fluorescence, heparin fibrillization | actives 0.93% (n = 280,000) | Potency, µM (top dose mostly 57.7 µM), without a hit: at the top dose activity change, negative = decrease; further: nearly all actives have a fitted effect of over 55% in size
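Human K18 P301L tau (15 uM unlabeled plus 0.24 uM Alexa 594-labeled, final) in 100 mM sodium acetate pH 7 was mixed with compound and 20 uM heparin and incubated 6 hr at 37 C.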
Tau ThT inhib – blocks human tau fibril formation measured by thioflavin T | P10636 | recombinant tau K18 P301L (four-repeat tau fragment), heparin-induced fibrillization, ThT fluorescence | Potency, µM (highest dose often 57.4 µM), without a hit: at the top dose activity, negative = inhibition, hits mostly inhibitors | actives 2.1% (n = 270,000) | AID 1460; further: nearly all actives have a fitted effect of over 55% in size
Target sequence (P10636 561-689 P618L limits assumed): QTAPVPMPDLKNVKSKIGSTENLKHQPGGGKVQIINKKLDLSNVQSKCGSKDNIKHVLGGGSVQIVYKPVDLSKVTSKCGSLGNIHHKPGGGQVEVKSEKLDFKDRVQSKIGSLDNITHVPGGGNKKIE
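Heparin-induced fibrillization of the P301L-mutant K18 repeat-domain fragment of human tau was followed by ThT binding in quantitative high-throughput format.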
Tau fibril FP – tau fibrillization inhibition (FP); K18 P301L tau heparin fibrillization, Alexa594 FP, 6 h; P10636; Potency, µM (titrated, usually from 57.7 µM), for the others: top-dose activity, negative = inhibition, actives largely listed as inhibitors; actives 0.39% (n = 280,000); AID 1468; further: nearly all actives have a fitted effect of over 55% in size
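Human K18 P301L fragment (15 uM unlabeled plus 0.24 uM Alexa 594-labeled) in 100 mM sodium acetate pH 7 with compound, aggregation induced by 20 uM heparin for 6 hr at 37 C. ThT (30 uM) added for 1 hr, then Alexa 594 FP read.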
ALDH1A1 inh – inhibitors of human aldehyde dehydrogenase 1A1; Purified ALDH1A1, NADH fluorescence, propionaldehyde substrate; Potency, µM (titrated, usually from 75.3 µM), for the others: at the highest dose activity, negative = inhibition, actives largely listed as inhibitors; actives 7.3% (n = 220,000); active means well fitted inhibition curve with a large enough effect, not every such curve was filed as active; inconclusive means small, poorly fitted or top-dose-only effect, or another doubt; inactive means no such curve, though single readings can be large or run the other way;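 further: plate controls were no enzyme wells and a reference inhibitor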
TR SRC2 fluor cs – Texas Red fluorescence interference in TRb-SRC2 counter-screen. actives 0.29% (n = 280,000). TRb/SRC2 Texas Red total fluorescence interference. Potency, µM (doses to about 106 µM), for inactives: at the highest dose fluorescence change, negative = quenching. AID 1479; active means well fitted curve in either direction with a large enough effect; inconclusive means small, poorly fitted or top-dose-only effect
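Flags fluorescent or light-absorbing compounds by total fluorescence, S + 2P, at 555 nm excitation and 632 nm emission. Mixture: 20 nM Texas Red SRC2 peptide, 0.6 uM human TRb LBD, 1 uM T3, 5% DMSO; compound exposure 5 h at ambient temperature.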
GLA spleen mod – alpha-galactosidase A (human) modulation. P06280. human spleen homogenate, 4MU-alpha-Gal fluorescence, 40 min. Potency, µM (doses to about 80 µM), inactives show at the top dose activity change, negative = inhibition, actives largely listed as inhibitors. actives 0.008% (n = 240,000);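 further: 0% = enzyme with vehicle and -100% = no enzyme basal signal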
Target sequence (P06280 32-429 limits assumed): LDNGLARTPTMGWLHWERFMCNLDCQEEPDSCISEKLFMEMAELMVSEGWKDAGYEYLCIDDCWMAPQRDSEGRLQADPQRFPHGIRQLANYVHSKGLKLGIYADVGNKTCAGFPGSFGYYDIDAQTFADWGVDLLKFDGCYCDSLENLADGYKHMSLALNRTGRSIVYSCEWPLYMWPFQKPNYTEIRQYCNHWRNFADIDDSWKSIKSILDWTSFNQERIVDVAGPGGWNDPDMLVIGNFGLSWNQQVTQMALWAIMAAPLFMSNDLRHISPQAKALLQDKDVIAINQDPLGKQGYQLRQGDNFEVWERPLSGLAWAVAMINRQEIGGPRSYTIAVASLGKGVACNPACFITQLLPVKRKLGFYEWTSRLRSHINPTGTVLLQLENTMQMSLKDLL
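Human spleen homogenate (1 ug) was the enzyme source, with 4-methylumbelliferyl-alpha-D-galactopyranoside (1 mM final) in pH 5.0 citrate buffer with 0.01% Tween-20. Compounds were titrated; after 40 min at 37C, NaOH/glycine stop, 4-MU fluorescence read; AC50 from Hill fits.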
L3MBTL1 inh – blocks human L3MBTL1; actives 0.66% (n = 230,000); AlphaScreen L3MBTL1–H3K9me1 peptide binding; Potency, µM (doses to about 57.1 µM), without a hit: at the top dose activity, negative = inhibition, most hits filed as inhibitors; AID 485360; further: nearly all actives have a fitted effect of over 60% in size
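L3MBTL1 (50 nM) pre-complexed 30 min with biotinylated H3(1-15)K9me1 peptide (75 nM), then compounds added for 30 min at room temperature; AlphaScreen streptavidin donor/nickel chelate acceptor beads (10 ug/mL final) read after 30 min dark incubation.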
TRb-SRC2 inh – disrupts binding of human TR beta to SRC2; Potency, µM (highest dose often 106 µM), without a hit: at the highest dose activity change, negative = inhibition, actives largely listed as inhibitors; P10828; TRbeta-SRC2 peptide binding, fluorescence polarization; receptor liganded with 1 µM T3; AID 1469; actives 0.065% (n = 280,000);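 further: plate controls were bound peptide for no effect and peptide without receptor for full effect; nearly all actives have a fitted effect of over 50% in size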
Target sequence (P10828 whole entry, looked up): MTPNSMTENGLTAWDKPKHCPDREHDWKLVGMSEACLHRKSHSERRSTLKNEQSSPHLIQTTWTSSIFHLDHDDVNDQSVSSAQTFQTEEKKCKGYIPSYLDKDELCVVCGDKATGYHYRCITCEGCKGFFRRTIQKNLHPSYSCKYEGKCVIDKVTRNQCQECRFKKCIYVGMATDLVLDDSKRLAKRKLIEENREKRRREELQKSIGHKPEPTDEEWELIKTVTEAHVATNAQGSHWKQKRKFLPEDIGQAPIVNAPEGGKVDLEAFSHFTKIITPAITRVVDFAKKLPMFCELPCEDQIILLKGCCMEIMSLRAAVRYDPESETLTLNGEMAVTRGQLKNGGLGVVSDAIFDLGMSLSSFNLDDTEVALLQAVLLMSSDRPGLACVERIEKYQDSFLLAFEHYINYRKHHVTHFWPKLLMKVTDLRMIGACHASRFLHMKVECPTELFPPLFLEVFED
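Fluorescence polarization of 20 nM Texas Red SRC2 peptide with 0.6 uM human TRb ligand-binding domain, in Tris buffer with 1uM T3 and 5% DMSO. Incubated 5 hr ambient; normalized to unbound and bound controls.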
* hit, by the source's call; ? = inconclusive; / = no result given; & = joins results of further samples; [ ] = another dose, or the depositor's remark. Unless noted, the call rests on the fitted dose curve; in most records, active means well fitted curve in the direction sought with a large enough effect; inconclusive means small, poorly fitted or top-dose-only effect, or another doubt; inactive means no such curve, though single readings can be large; an effect the other way counts as inactive or inconclusive. Unless noted, on the % scale 0 is the no-effect control and ±100 the full control effect; potency means the concentration at half of the fitted maximal effect. The order is random; 8.5% or so of the library scored in one or more.

SMILES	Tau fluor counter	Tau ThT inhib	Tau fibril FP	ALDH1A1 inh	TR SRC2 fluor cs	GLA spleen mod	L3MBTL1 inh	TRb-SRC2 inh
COC(=O)C(NC(C)=O)(Nc1nc2ccc(S(C)(=O)=O)cc2s1)C(F)(F)F (centres undefined)	-1%	-8%	6%	?	-2%	-1%	13%	7%
CCN(CC)CCCCn1c(-c2ccccc2)nc2c(N(CCOC)CCOC)nc(C)nc21	-6%	-3%	4%	?	0%	-3%	/	0%
O=C(Oc1c(Cl)cc(Cl)c2ccccc12)N1CCCC1	-10%	?	3%	13%	-1%	-4%	13%	-2%
CCCS(=O)(=O)N1CCC(C(=O)N2CCc3ccccc3C2)CC1	0%	-6%	0%	-2%	-2%	2%	0%	-6%
COc1ccc(C2CC(=O)c3cc(-c4nc(-c5ccc(C)cc5)cs4)c(=O)[nH]c3C2)cc1 (centres undefined)	?	-15%	-3%	/	19%	/	/	-11%
CC(=O)Cc1cc2cc([N+](=O)[O-])ccc2oc1=O	-7%	-4%	-3%	/	2%	4%	7%	3%
C=Cc1ccc(Cn2c(=O)cc(C)c3c(C)nn(C)c32)cc1	5%	?	4%	/	3%	/	/	4%
O=C(c1ccc(C(F)(F)F)cc1)C1CCCN(C(=O)c2cnccn2)C1 (centres undefined)	0%	-2%	-3%	13%	-2%	12%	7%	-2%
COc1ccc2c(CC(=O)NCc3ccc4c(c3)OCO4)coc2c1	-1%	-7%	3%	8.9µM*	0%	1%	25µM*	7%
Cc1ccc(CNC(=O)c2ccc(-c3nc(CS(=O)(=O)c4ccc(C)cc4)c(C)o3)cc2)cc1	9%	19%	-8%	/	-1%	/	/	1%
CCOc1ccc(CC(=O)Nc2nccs2)cc1OCC	-10%	-10%	-1%	?	-2%[53 µM]	7%	-14%	-2%[53 µM]
CSC1=NC2(CCN(C(=O)NC3CCCCC3)CC2)N=C1c1ccc(C(C)(C)C)cc1	0%	-12%	2%	/	0%	/	/	2%
COc1ccc(NC(=O)N2CCCCC2)cc1	-3%	-8%	1%	6%	0%	4%	-17%[11.4 µM]	-17%
CC(C)Cn1c(=O)c2c(nc3n2CCCN3CCc2ccccc2)n(C)c1=O	-21%	-12%	1%	-9%	1%	-1%	-2%	3%
CCOC(=O)c1sc(NC(=S)NC(=O)CC(C)C)cc1C	?	?	-11%	-6%	-4%	1%	-2%	4%
Cc1cc(C)n(CC(O)Cn2c3ccccc3c3ccccc32)c(=O)n1 (centres undefined)	-3%	-1%	0%	-2%	1%	6%	1%	-6%
Cc1ccc(N(C)C(=O)Cn2ncc3c([nH]c4ccccc43)c2=O)cc1C	5%	-4%	7%	/	-22%	/	/	2%
CCOC(=O)CCC(=O)OCC(=O)NC(C)C1CC2CCC1C2 (centres undefined)	-9%	-8%	-4%	16µM*	3%	7%	6%	9%
O=C(CN1CCN(c2ncccn2)CC1)Nc1ccccc1C(F)(F)F	0%	3%	-2%	3%	0%	-2%	6%	0%
N=C1S/C(=C\c2ccccc2)C(=O)N1c1ccc(F)cc1	0%	-4%	-7%	9%	?	7%	3%	-2%
O=C(Cc1ccc(Cl)cc1)NNS(=O)(=O)c1ccc([N+](=O)[O-])cc1	6%	9%	2%	-10%	-2%	?	-5%	3%
O=C(CSc1cccs1)Nc1cccc2ccccc12	-8%	-2%	4%	28%	4%	-2%	9%	3%
COc1ccc(Cl)c2c1[nH]c1nc(SCc3cccnc3)nnc12	-11%	-13%	-13%	8%	-1%	-1%	-10%	-4%
COCCNC(=O)c1onc(CSc2ccc(C)c(C)c2)c1C(=O)O	2%	2%	-10%	10%	-5%	3%	5%	-14%
O=C(OCN1C(=O)c2ccccc2C1=O)/C(=C\c1ccco1)NC(=O)c1ccccc1	-5%	-10%	4%	?	-2%	-5%	-6%	1%
CN1CCN(CC(=O)Nc2ccccc2Sc2ccccc2)CC1	-3%	-8%	-1%	?	2%	2%	1%[11.4 µM]	-1%
O=[N+]([O-])c1ccc(-c2csc(N/N=C/c3cccnc3)n2)cc1	?	2.2µM*	4%	-7%	-4%	8%	-6%	4%
CCCCN(C)CCC(=O)Nc1ccc(F)c(F)c1	2%	2%	5%	3%	3%	5%	9%	9%
Cc1cc2nc(/C=C/c3nc4cc(C)c(C)cc4[nH]3)[nH]c2cc1C	?	?	7%	-3%	5%	10%	12%	-10%
CN(C)C(=O)Nc1ccccc1	12%	6%	2%	/	1%	-5%&6%	-2%	0%
CCc1ccc(-c2cn3nc(-c4ccccc4)cnc3n2)cc1	-11%	?	0%	/	-5%	6%	20%	-3%
Cc1ccccc1/C=C/C12NC(=O)CN1c1ccccc1C2(C)C (centres undefined)	-28%	-20%	?	/	0%	6%	-2%	3%
O=C(Cn1cnc2ccccc2c1=O)c1cccs1	-13%	-9%	-14%	-5%	0%	3%	/	-2%
CCC(=C(c1ccc(OC)cc1)c1ccc(OC)cc1)c1cn(CC(O)CN(CCO)CCO)c2ccccc12 (centres undefined)	13µM*[quencher]	?	1%	5%	-1%	1%	-20%	0%
Fc1ccccc1N1CCN(c2nc3ccccc3c3nc(-c4ccccc4)nn23)CC1	-6%	1%	-7%	/	-1%	/	/	-2%
Cn1cc(S(=O)(=O)Nc2ccc(Br)cc2F)c(=O)n(C)c1=O	1%	-1%	-3%	1%	3%	7%	1%	9%
COc1ccc(-c2c(C)c3ccc(O)c(CN4CCOCC4)c3oc2=O)cc1	-3%	4%	6%	/	-2%	/	/	-8%
COc1cccc(CNn2cnnc2)c1O	-9%	-5%	-9%	13µM*	-3%	8%	-24%	5%
CC(=O)Nc1ccccc1-c1nc2ccccc2n(C(C)C(=O)Nc2cc(Cl)ccc2C)c1=O (centres undefined)	1%	5%	-1%	/	0%	/	/	-4%
COc1ccc(CNC(=O)C(NS(=O)(=O)c2ccc3c(c2)CCCN3C(C)=O)C(C)C)cc1 (centres undefined)	-9%	-9%	-2%	?	2%	12%	-3%	2%
Cc1c(Cl)cccc1NC(=O)CCN1C(=O)c2ccccc2Sc2ncccc21	-6%	4%	-2%	/	0%	/	/	0%
COc1ccccc1-c1cc(C(=O)Nc2ccc(F)cc2F)no1	3%	-7%	-12%	?	1%	-5%	-4%	-5%
COc1ccc(-c2nc(N)n(C(=O)Cc3ccccc3)n2)cc1	-7%	-11%	-5%	-5%	1%	?	/	-10%
CC(NC(=O)C1CCN(S(=O)(=O)c2ccccc2)CC1)c1ccccc1 (centres undefined)	-2%	4%	-4%	/	0%	/	/	5%
N#CC(C#N)=c1ccc2c(c1)N1C3=C(CCCC3)CC3CCCCC31N=2 (centres undefined)	?	?	-4%	?	2%	-3%	?	-5%
C=CCn1c(-c2ccco2)n[nH]c1=S	-7%	?	0%	?	-4%	1%	4%	3%
COc1ccc(CN2CCC(CNC(=O)NC3CCCCC3)CC2)cc1	3%	0%	2%	14%	-1%	1%	2%	0%
COc1ccc(/C=N/NC(=O)c2ccn[nH]2)cc1Cn1nc(C)c([N+](=O)[O-])c1C	-2%	-5%	1%	/	-3%	-12%	10%	3%
CCSc1nnc(NC(=O)C2CCN(S(=O)(=O)c3cc(C(F)(F)F)ccc3Cl)CC2)s1	-3%	5%	-15%	-3%	-4%	5%	0%	-5%
Cc1cc(C(F)(F)F)c(C#N)c(=O)[nH]1	0%	-4%	0%	?	0%	?	3%	3%
COc1cc(/C=N\Nc2nc(-c3cccs3)c(NC(C)=O)s2)ccc1O	18µM*[quencher]	16µM*	-13%	/	-5%	6%	-18%	-3%
Cn1nnc2c(N3CCCCC3)nccc21	-3%	-4%	-5%	-9%	0%	4%	0%	-1%
Cc1ccc(S(=O)(=O)c2nc(S(C)(=O)=O)sc2N(C)C)cc1	-5%	1%	-9%	-14%	1%	-3%	/	-5%
CN(N)C(=S)NCc1ccccc1	-8%	-3%	-6%	-1%	1%	-19%	3%	-15%
COc1ccc(CCNC(=O)CN2CCC(n3nnc4cc(F)ccc43)CC2)cc1OC	2%	-2%	0%	3%	-4%	-21%	4%	-10%
CCN(CC)S(=O)(=O)c1ccc2c(c1)nc(SCn1nnc3ccccc3c1=O)n2CC	-12%	-14%	-1%	10µM*	2%	-9%	/	3%
COc1cc2[nH]c(=S)nc(NC3CCCCCC3)c2cc1OC	-5%	-6%	10%	-6%	-1%	3%	/	5%
CC(C)c1nc(SCC(=O)N2CCCC2)c2ccccc2n1	-4%	-19%	-4%	3.2µM*	-5%	-5%	2%	-8%
CCCC1CC(C)(/C(C)=N\NC(N)=S)OC1=O (centres undefined)	-1%	2%	-9%	-5%	-1%[53 µM]	-4%	11%	-3%[53 µM]
CCn1c(-c2csc(-c3ccccc3)n2)n[nH]c1=S	4%	?	6%	?	0%	2%	/	-5%
COc1cc(S(=O)(=O)n2ccnc2)ccc1Br	-4%	-4%	-5%	1%	-2%	2%	/	7%
CCOC(=O)c1c(NC(=O)C2CCCN(S(=O)(=O)c3ccc(C)cc3)C2)sc2c1CCCC2 (centres undefined)	0%	-8%	-1%	8%	0%	1%	6%	3%
COc1ccc(/C=C/C(=O)/C=C/c2ccc(OC)cc2OC)c(OC)c1	-14%	?	?	?	-1%	-3%	/	5%

One compound at a time, from the list above. Values in the order: Tau fluor counter, Tau ThT inhib, Tau fibril FP, ALDH1A1 inh, TR SRC2 fluor cs, GLA spleen mod, L3MBTL1 inh, TRb-SRC2 inh
CCn1c(-c2csc(-c3ccccc3)n2)n[nH]c1=S in the list: 4%, ?, 6%, ?, 0%, 2%, /, -5%
CCN(CC)S(=O)(=O)c1ccc2c(c1)nc(SCn1nnc3ccccc3c1=O)n2CC in the list: -12%, -14%, -1%, 10µM*, 2%, -9%, /, 3%
Cc1ccc(S(=O)(=O)c2nc(S(C)(=O)=O)sc2N(C)C)cc1 in the list: -5%, 1%, -9%, -14%, 1%, -3%, /, -5%
COc1cc(S(=O)(=O)n2ccnc2)ccc1Br in the list: -4%, -4%, -5%, 1%, -2%, 2%, /, 7%
COc1cc(/C=N\Nc2nc(-c3cccs3)c(NC(C)=O)s2)ccc1O in the list: 18µM*[quencher], 16µM*, -13%, /, -5%, 6%, -18%, -3%

Screening data from PubChem BioAssay.
